Dicer processing: human Dicer pre-microRNA cleavage inhibition; z-score at 25 µM; cat-ELCCA pre-miR-21 Dicer processing, chemiluminescence; active compounds read high; 6% of 47,000 active; AID 1347074; Q9UPY3; in the data active = z-score above about 3, passing the limit was not always enough;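 note: plate controls were vehicle for no effect and no enzyme for full effect; higher signal means more uncleaved substrate so more Dicer inhibition; strong numbers were not always called active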
Starred values were filed as active, the others as inactive.

SMILES	Dicer processing
COC(=O)c1cc(S(=O)(=O)NCc2ccc3c(c2)CCO3)oc1C	0.04
O=C1/C(=C/c2ccc[nH]2)Cc2ccccc21	-0.33
COC(=O)c1ccc(S(=O)(=O)N(Cc2ccccn2)Cc2ccccn2)n1C	2.07
COc1ccc(C2c3c(oc4ccccc4c3=O)C(=O)N2c2ccc(C)cn2)cc1OC (stereo not drawn)	1.64
CCOC(=O)c1cc(CC)sc1NC(=O)C(F)(F)F	-0.25
COc1ccc(-c2cc(C(F)F)n3ncc(C(=O)N(C)C4CCCCC4)c3n2)cc1	-2.44
O=[N+]([O-])c1ccc(CSc2ncnc3c2nnn3Cc2ccccc2Cl)cc1	-1.5
NS(=O)(=O)c1ccc(CCNS(=O)(=O)c2ccc(Cl)cc2)cc1	3.36*
CC(C)S(=O)(=O)C/C(N)=N/OS(=O)(=O)c1cc(Cl)ccc1Cl	-1.61
COc1ccc(OCc2nc(C#N)c(NCc3ccc4c(c3)OCO4)o2)cc1	0.2

Reprinted from the part before: two compounds, followed by the next part.
SMILES	Dicer processing
CC(C)S(=O)(=O)C/C(N)=N/OS(=O)(=O)c1cc(Cl)ccc1Cl	-1.61
COc1ccc(OCc2nc(C#N)c(NCc3ccc4c(c3)OCO4)o2)cc1	0.2
CCOC(=O)NNC(=S)Nc1cccc(C)c1	3.78*
CC(C)c1ccc(Nc2cc(=O)[nH]n2C)cc1	-1.79
CN(c1ccccc1CNc1nc(Nc2ccc3c(c2)CC(=O)N3)ncc1C(F)(F)F)S(C)(=O)=O	1.68
Cc1cc2n(n1)C(c1cn(-c3ccccc3)nc1C)Nc1ccccc1-2 (stereo not drawn)	2.29
COC(=O)CSc1nc(N)nc(C)c1Br	-0.01
CNC(=S)NNc1cc(C)c2c(C)nn(C)c2n1	0.07
S=c1[nH]c(=S)c2cnc(N3CCOCC3)nc2[nH]1	3.41*
C=CCOc1ccc(C2CC(=O)Nc3n[nH]c(-c4ccc(Cl)cc4)c32)cc1 (stereo not drawn)	-0.02
CCn1nc(C)cc1-c1n[nH]c(=S)n1CCCOC	0.1
O=[N+]([O-])c1ccc(C2N(Cc3ccccc3)CCC3CCCCN32)cc1 (stereo not drawn)	-0.85
O=C(Cn1c(NCCCO)nc2ccccc21)c1cccc2ccccc12	2.78
O=c1[nH]nc(SCc2ccccc2)n1-c1cccc(Cl)c1	5.79
CC(=O)C1CNc2ccc(Cl)cc2C1(O)c1ccccc1 (stereo not drawn)	0.77
O=C1OCc2cccc3cccc(c23)S(=O)c2cccc3cccc1c23 (stereo not drawn)	-1.25
CC(=O)Nc1nc(C)c(-c2csc(Nc3ccc(O)cc3)n2)s1	-2.71
CC(C)(C)C(=O)N1CCN(c2ccc([N+](=O)[O-])cc2-n2cccc2)CC1	-0.39
CC(C)(C)c1ccc(NC(=O)NNc2ncccc2C#N)cc1	2.69
CSc1sc(C2=NNC(O)(C(F)(F)F)C2)c2c1C(=O)CCC2(C)C (stereo not drawn)	-1.38
CCN(C(=O)Cn1cc(C(=O)c2cccs2)c2ccccc21)c1ccccc1	2.48
FC(F)(F)c1c(-c2nnnn2-c2ccccc2)cnn1-c1ccccc1Cl	-1.11
CC(=O)N1CCc2cc(NC(=S)NCc3cccs3)ccc21	0.57
Cc1ccccc1-c1n[nH]c(=S)o1	-1.2
Cn1c2c(c(=O)n(C)c1=O)C(c1ccccc1)C(C#N)=C(N)O2 (stereo not drawn)	-3.22
Cc1nnc2sc(-c3cccc(F)c3)nn12	0.5
CN(C)CCCN1C(=O)C(O)=C(C(=O)c2cccs2)C1c1ccccc1F (stereo not drawn)	-1.76
Cn1c(SCC(=O)Nc2ccccc2)nnc1-c1cncc(C#Cc2ccccc2)c1	-0.11
O=C(CSC1CN(C(c2ccccc2)c2ccccc2)C1)N/N=C/c1ccc([N+](=O)[O-])cc1	-1.63
N/C(=N\OC(=O)C1CC1)c1ccc([N+](=O)[O-])s1	-1.66
COc1ccc(-c2nnc3c4cnn(-c5ccccc5)c4ncn23)cc1OC	1.32
COc1ccc(/C(C#N)=C/c2cnc(-c3ccccc3)[nH]2)cc1	0.2
CC(C)(C)C(=O)Nc1ccc(F)cc1[N+](=O)[O-]	-0.04
COc1cc(C2NC(C(=O)O)CS2)ccc1OCc1ccccc1C (stereo not drawn)	-0.97
Cc1cccc(OCC(O)Cn2ccnc2C)c1 (stereo not drawn)	1.37
O=c1[nH]cnc2c1sc(=S)n2-c1ccccc1	-1.46
O=C(CSc1ncn[nH]1)N1CCN(c2nnc(-c3ccccc3)c3ccccc23)CC1	-1.12
COc1ccc(O)c(C2=NN3C(C2)c2cc(Br)ccc2OC3c2ccncc2)c1 (stereo not drawn)	13.1*
Cc1cc(NC2=CC(=O)CC(C)(C)C2)c(-n2cc3c(c2-c2ccccc2)c(=O)n(C)c(=O)n3C)cc1C	-0.43
CCOC(=O)N1CCc2c(sc3c2C(=O)NC(c2cc(Br)ccc2O)N3)C1 (stereo not drawn)	-6.91
O=S(=O)(CS(=O)(=O)Oc1ccc(I)cc1)Oc1ccc(I)cc1	1.93
COc1cccc(-n2c(-c3cccnc3)n[nH]c2=S)c1	-0.04

3 compounds from above, sorted by heavy-atom count, lowest first:
SMILES	Dicer processing
Cc1cccc(OCC(O)Cn2ccnc2C)c1 (stereo not drawn)	1.37
COc1cccc(-n2c(-c3cccnc3)n[nH]c2=S)c1	-0.04
Cc1cc(NC2=CC(=O)CC(C)(C)C2)c(-n2cc3c(c2-c2ccccc2)c(=O)n(C)c(=O)n3C)cc1C	-0.43

Additional entries:
SMILES	Dicer processing
COc1ccc(C2NC(=O)c3ccccc3N2)cc1O (stereo not drawn)	1.28
CC(C)(C)NC(=S)Nc1cc(C(F)(F)F)cc(C(F)(F)F)c1	-0.68
CC(C)n1c(CN(C)Cc2ccccc2)nc2c1c(=O)n(C)c(=O)n2C	-1.98
N#CC1=C(SCC(N)=O)NC(=O)CC1c1ccccc1Cl (stereo not drawn)	1.19
O=C(Nc1cc2ccccc2s1)NC1Cc2ccccc2C1	-0.16
CC(C)(CC(=O)O)Sc1ccc(Cl)cc1	-0.61
Cn1c2c(c(=O)n(C)c1=O)C(c1cccc(Cl)c1)C1=C(CCCC1=O)N2 (stereo not drawn)	-1.73
CCNc1nc2c(Cl)cc(Cl)cc2s1	-0.3
O=S(=O)(NCCc1ccccn1)c1ccc2c(c1)OCCCO2	0.54
O=C(c1ccco1)N1CCN(S(=O)(=O)c2ccccc2)CC1	2.73
CC(C)(C)S(=O)(=O)/C(C#N)=C/N1CCOCC1	-0.8
CCC(C)NC(=O)CN1C(=O)NC2NC(=O)NC21 (stereo not drawn)	4.49*
CCOC(=O)/C(=C(/C)Nc1ccc(F)cc1)C1CC(=O)N(c2ccccc2)C1=O (stereo not drawn)	0.06
O=C(O)C12CC3CC(C1)CC(C(F)(F)C(F)C(F)(F)F)(C3)C2 (stereo not drawn)	-0.47
O=[N+]([O-])c1cccnc1Sc1n[nH]c(-c2ccc(Cl)cc2)n1	-0.77
Cc1cc(-c2nn(C)c(=O)c3ccccc23)cc(C)c1OC(=O)c1ccc(C(F)(F)F)cc1	-1.09
CCCCOC(=O)c1cc([N+](=O)[O-])cc2c1-c1ccc([N+](=O)[O-])cc1/C2=N\O	-0.47
COC(=O)C1=NOC2C(=O)N(c3ccc(C)cc3)C(=O)C12 (stereo not drawn)	3.59*
CCn1cc(C(=O)O)c(=O)c2cc(Cl)ccc21	1.3
Cc1cc(-c2ccccc2)nc2oc(-c3nnc(SCc4ccc(Cl)cc4)n3C)c(N)c12	0.71
Nc1ncnc2c1nc(SCCC(=O)O)n2Cc1ccccc1	-0.23
Cc1nc([N+](=O)[O-])cn1CC(=O)c1ccccc1	2.15
CCN(C(=O)c1cccnc1OCC(F)(F)F)c1ccc(Cl)cc1	-6.38
Cc1cc(NS(=O)(=O)c2cccs2)n[nH]1	-0.87
O=C1CSC(c2ccc(F)cc2)N1c1ccccc1 (stereo not drawn)	1.15
Cc1nn2c(c1-c1ccc(Cl)cc1)NC1=C(C(=O)CCC1)C2c1ccccc1 (stereo not drawn)	-0.02
COc1ccc(C2NC(=O)c3c(sc4c3CCCC4)N2)cc1 (stereo not drawn)	-1.21
Cc1cccc(N(C)C(=O)c2cnccc2C(F)(F)F)c1C	-1.55
C#CCSc1nc(-c2ccccc2OC)nc(C)c1C(C)=O	0.99
Cc1cc(C)cc(NS(=O)(=O)c2ccc3c(c2)n(C)c(=O)n3C)c1	0.55
Cn1c(NCCc2ccccc2)nc2c1c(=O)n(Cc1ccccc1)c(=O)n2C	2.09
Cc1c(C(N)=O)nnc2cc(-c3ccccc3)nn12	0.2
Cc1ccccc1C1OC2(C(=O)c3ccccc3C2=O)C2C(=O)N(c3ccccc3)C(=O)C12 (stereo not drawn)	-0.37
O=C1c2ccccc2-c2ccc(C(=O)N3CCOCC3)cc21	4.1*
CC1CCN(C(=O)c2cc3nc(-c4ccco4)cc(C(F)(F)F)n3n2)C(C)C1 (stereo not drawn)	-1.82
Nc1nnc(-c2ccccc2)c(-c2ccccc2)n1	-0.03
Cc1cc(-c2ccccc2)n2ncc(C#N)c2n1	0.83
O=c1[nH]c2ccccc2nc1/C=C/c1cccs1	-0.29
c1csc(-c2nnc3n2C2(CCCC2)Cc2ccccc2-3)c1	0.48
COc1ccc(Br)cc1C1C(C(=O)OC2CCCCC2)=C(C)NC2=C1C(=O)CCC2 (stereo not drawn)	2.76
CCOc1ccc(C2CC(=O)NC(SC)=C2C#N)cc1 (stereo not drawn)	2.1
O=C(NC(=S)NNc1ncc(C(F)(F)F)cc1Cl)c1cccs1	-0.17
Cc1ccc(S(=O)(=O)N2CCOCC2)c(C)c1	0.23
N#CC1=C(OS(=O)(=O)c2ccc(Cl)cc2)c2ccc(Cl)cc2N(S(=O)(=O)c2ccc(Cl)cc2)CC1	0.26
Fc1ccccc1-c1nc(-c2ccncc2)no1	0.66
COc1ccccc1CNc1nc2ccccc2n1C	3.77*
CC1(C)C2CCC(C2)C1(C)NC(=S)N/N=C/C=C/c1ccccc1 (stereo not drawn)	-1.35
CCOC(=O)c1c(NS(=O)(=O)c2ccc(C)cc2)sc(C)c1-c1ccccc1	-0.68
CCOC(=O)C1=C(C)Nc2nnnn2C1c1ccc(OC)cc1OC (stereo not drawn)	0.19
CCC(COC(C)=O)Nc1nc2c([nH]1)c(=O)n(C)c(=O)n2C (stereo not drawn)	0.05

Continuation.
SMILES	Dicer processing
COc1ccc(-[n+]2cc([O-])on2)cc1	-3.97
COC(=O)c1cc(-c2ccc(S(=O)(=O)NC(C)c3ccccc3)cc2)c(C(F)(F)F)s1 (stereo not drawn)	-2.69
N/C(=N\OC(=O)Nc1ccccc1)c1nccnc1Sc1ccc(Cl)cc1	-0.27
COc1cc(C2C(C(=O)c3ccc(C)o3)=C(O)C(=O)N2Cc2cccnc2)ccc1O (stereo not drawn)	-0.9
Brc1ccc2c(c1)c(-c1ccccc1)nc1nnnn12	0.6
Cc1nc(C(F)(F)F)ccc1C(=O)N1C=CC(C(F)(F)F)=NCC1	0.47
Cc1ccc2ccc(C(Nc3ccccn3)c3ccc(Cl)cc3)c(O)c2n1 (stereo not drawn)	4.77*
COc1ccc(N=C2SCC(=O)N2c2ccc(OC)cc2)cc1	1.96
Nc1ccc(N2CCOCC2)c(Cl)c1	0.65
CCOC(=O)/C(=C(/C)Nc1ccc(F)cc1)C1CC(=O)N(c2ccc(OC)cc2)C1=O (stereo not drawn)	0.02
O=c1[nH]c(CN2CCCCC2)nc2c1oc1ccccc12	-0.24
CCOC(=O)CNC(=O)c1c(OC)cccc1OC	-0.48
O=C(Nc1nnc(C(F)(F)F)s1)c1c(F)cccc1F	-0.09
CC(=O)NC1=NN(C(C)=O)C(c2cccc3ccccc23)N1C(C)=O (stereo not drawn)	-0.51
CC(C)OC(=O)C1C(=O)CC(C)(O)C(C(=O)OC(C)C)C1c1ccc(F)cc1 (stereo not drawn)	0.25
COCCn1c(COc2ccccc2)nc2ccccc21	-0.08
CC(C)N(C(=O)CSc1nc2ccccc2s1)c1ccccc1	-0.03
COC(=O)C1=C(C)NC2=C(C(=O)CC(c3ccc4c(c3)OCO4)C2)C1c1ccc(Br)cc1 (stereo not drawn)	0.89
CC1=CC(C)(C)N(C(=O)COc2nc3ccccc3s2)c2ccccc21	-0.77
Cc1cc(NC2CCCCC2)n2ncnc2n1	0.03
CNCCCC1c2ccccc2C=Cc2ccccc21	1.21
Cc1ccccc1CN1C(=O)C(O)(c2c[nH]c3ccccc23)c2ccccc21 (stereo not drawn)	-0.08
COC(=O)CSc1cc(C)c(Cl)cc1Cl	-0.42
CCOC(=O)C1CCN(Cc2ccccc2)CC1=O (stereo not drawn)	-0.22
Cc1ccc2c(c1)sc1ncc(NC(=O)c3ccc(F)cc3)c(=O)n12	-1.64
O=c1cc(-c2ccc(O)cc2)oc2cc(O)cc(O)c12	-0.9
Cc1nn(C(=O)c2ccccc2)c(C)c1Sc1nnnn1-c1ccccc1	-1.47
O=C(O)C1CCCCC1C(=O)Nc1ccc2c(c1)OCO2 (stereo not drawn)	-0.98
N/C(=N\OC(=O)c1ccc(Cl)cc1)c1ccn[nH]1	-0.15
O=C1C(=O)N(CCCn2ccnc2)C(c2ccncc2)/C1=C(\O)c1ccccc1 (stereo not drawn)	2.44
CCS(=O)(=O)c1ccc2nc(SCc3ccccc3Cl)oc2c1	0.09
N/C(=N\O)c1c(Cl)cccc1Cl	-0.77
Cc1cc(Cc2ccc(Cl)cc2)c(=O)[nH]n1	-0.59
COC(=O)c1sc(Br)c(Br)c1OC(=O)c1ccc(C(C)(C)C)cc1	-1.47
CC(C)Oc1ccccc1-c1nc(SCC(=O)c2ccccc2)n[nH]1	-1.08
Cn1c(=O)cc2c3c(c(NS(=O)(=O)c4ccc(Br)cc4)ccc31)C(=O)c1ccccc1-2	-0.25

Bioassay records deposited in PubChem BioAssay by Center for Chemical Genomics, University of Michigan.

Not all compounds are listed, so the mix of outcomes need not match the whole.
